SENP1 inh: human SENP1 catalytic domain inhibitors, primary screen, biochemical, FRET, uHTS; Sentrin-specific protease 1 (Homo sapiens), Q9P0U3; recombinant SENP1 catalytic domain, CyPet-SUMO1-YPet FRET cleavage; inhibition, % at 10 µM; 0.21% of 360,000 active;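 active = inhibition at least 30% at 10 µM, raw YFP signal under a set limit, fluorescence ratio 0.5 to 1.5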;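 also: 0% = enzyme with DMSO and 100% = no enzyme wells; some results filed as inactive read as strong as hits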
Target sequence (Q9P0U3 419-644 limits assumed): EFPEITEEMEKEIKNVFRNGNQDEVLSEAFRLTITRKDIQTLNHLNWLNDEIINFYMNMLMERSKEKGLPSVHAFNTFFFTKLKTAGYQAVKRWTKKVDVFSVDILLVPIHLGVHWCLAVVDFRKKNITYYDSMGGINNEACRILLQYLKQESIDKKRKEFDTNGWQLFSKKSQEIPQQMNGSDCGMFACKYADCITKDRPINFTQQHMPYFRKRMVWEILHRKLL
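Test system: recombinant human SENP1 catalytic domain, His6-tagged / Medium: pH 8 Tris buffer with EDTA, NaCl, BME, BSA, NP40, catalase / Also added: SUMO1 FRET substrate flanked by Cypet and Ypet, 25 nM / Times: 50 min reaction at room temperature / Signal: FRET, CFP and YFP emission / Control set: no-enzyme low control and enzyme-plus-DMSO high control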
SENP7 block: SENP7 protease inhibitors, primary screen, biochemical, luminescence, uHTS | 1.5% of 330,000 active | AID 434973, 2010 | inhibition, % at 5 µM | recombinant SENP7, Z-RLRGG-aminoluciferin luminescence, 40 min;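 active = inhibition above about 50% at the single test dose, limit read from the data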;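 also: plate controls were DMSO with enzyme for no effect and no enzyme buffer wells for full effect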
SENP8 block-1: human SENP8 protease inhibitors, primary screen, biochemical, fluorescence, Nedd8 protein substrate, uHTS; Sentrin-specific protease 8 (Homo sapiens), Q96LD8; recombinant SENP8; inhibition, % at 20 µM; 0.64% of 360,000 active; AID 602440, 2012; in the data active = inhibition mostly above about 40%, no sharp cut-off; inactive = mostly below about 27%
Target sequence (Q96LD8 whole entry, looked up): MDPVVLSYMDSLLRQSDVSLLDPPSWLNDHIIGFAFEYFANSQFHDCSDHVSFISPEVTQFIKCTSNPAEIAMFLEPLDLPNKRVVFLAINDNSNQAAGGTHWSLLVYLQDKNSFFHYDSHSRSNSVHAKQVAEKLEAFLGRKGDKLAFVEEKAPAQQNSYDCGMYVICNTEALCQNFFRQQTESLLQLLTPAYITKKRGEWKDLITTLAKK
SENP8 block-2: SENP8 protease inhibitors, primary screen, biochemical, luminescence; purified SENP8, Z-RLRGG-aminoluciferin cleavage; 1.2% of 330,000 active; inhibition, % at 10 µM; AID 2540, 2010; in the data active = inhibition above about 50%
Apaf1 inhib: inhibitors of human Apaf-1 apoptosome, primary screen, biochemical, DEVD-Rh110 fluorescence, uHTS | Apoptotic protease-activating factor 1 (Homo sapiens), O14727 | reconstituted apoptosome caspase-3 activity | inhibition, % at 20 µM | 0.71% of 330,000 active | AID 489030, 2010; active = inhibition of at least 40% at 20 µM;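 also: plate controls were DMSO wells for no effect and DEVD-CHO caspase inhibitor wells for full effect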
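Material: reconstituted apoptosome with Apaf-1, cytochrome c, caspase-9, procaspase-3, dATP. Technique: Rh110 fluorescence intensity. Buffer or medium: pH 7.5 Hepes buffer with CHAPS, BSA, DTT. Times: 30 min plus 50 min, RT.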
HKDC1 inhibitor: HKDC1 hexokinase inhibitors, primary screen, biochemical, fluorescence, uHTS; inhibition, % at 20 µM; 0.16% of 340,000 active; Q2TB90; recombinant HKDC1, G6PDH/diaphorase resazurin coupled fluorescence;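 active = inhibition above about 35% when tested at 20 µM, limit read from the data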;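 also: plate controls were DMSO wells with enzyme for no effect and DMSO wells lacking enzyme for full effect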
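Test system: recombinant HKDC1 (HK5) hexokinase enzyme, produced in-house; Amount: enzyme 5 µg/mL final; Buffer or medium: Tris pH 8.0 buffer with MgCl2, Tween-20, BSA, BME; Reagent: glucose and ATP substrates; Doses: 20 µM test compound, 1% DMSO; Incubation: 90 min reaction incubation at room temperature, dark; Detection: resorufin fluorescence at 613 nm.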
PfG6PD inh: PfG6PD enzyme inhibitors, primary screen, biochemical, fluorescence intensity, uHTS; PfGluPho enzyme, NADPH resazurin-diaphorase fluorescence; inhibition, % at 20 µM; 0.78% of 350,000 active;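 active = inhibition reaching at least a set limit at 20 µM in the primary screen, cut at about 59% in these data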;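 also: 0% = DMSO wells with substrate and 100% = DMSO wells lacking glucose-6-phosphate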
SENP6 block: SENP6 protease inhibitors, primary screen, biochemical, luminescence, uHTS | Sentrin-specific protease 6 (Homo sapiens), Q9GZR1 | Recombinant SENP6 catalytic domain, aminoluciferin luminescence | inhibition, % at 10 µM | 1.8% of 330,000 active | AID 2599, 2010;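 active = inhibition above about 50% at the single tested dose, limit read from the data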;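 also: plate controls were DMSO wells with enzyme for no effect and DMSO wells lacking enzyme for full effect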
Target sequence (Q9GZR1 628-1112 limits assumed): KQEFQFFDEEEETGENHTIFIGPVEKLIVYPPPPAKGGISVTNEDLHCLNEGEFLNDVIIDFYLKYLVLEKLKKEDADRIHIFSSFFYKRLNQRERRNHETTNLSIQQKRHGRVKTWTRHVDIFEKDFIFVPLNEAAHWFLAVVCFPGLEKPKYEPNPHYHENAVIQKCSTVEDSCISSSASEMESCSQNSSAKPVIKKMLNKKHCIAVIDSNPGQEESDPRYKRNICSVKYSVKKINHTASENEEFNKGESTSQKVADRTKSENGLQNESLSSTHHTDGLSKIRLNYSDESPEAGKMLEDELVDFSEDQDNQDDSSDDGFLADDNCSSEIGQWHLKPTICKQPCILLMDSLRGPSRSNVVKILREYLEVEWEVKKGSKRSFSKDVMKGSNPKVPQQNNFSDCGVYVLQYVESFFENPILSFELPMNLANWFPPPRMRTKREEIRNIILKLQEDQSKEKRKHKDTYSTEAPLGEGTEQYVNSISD
NALP3 yeast inh: NALP3 inflammasome inhibitors in reconstituted yeast, primary screen, luminescence, uHTS. Yeast reconstituted NLRP3/ASC/caspase-1, beta-gal luminescence, 24 h. inhibition, % at 10 µM. 0.39% of 330,000 active. AID 2825, 2010;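 active = inhibition of 50% or more; inactive = inhibition below 50%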;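 also: plate controls were induced DMSO wells for no effect and uninduced yeast grown without galactose for full effect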
Numbers without * were called inactive; x = not tested or not shown.

SMILES	SENP1 inh	SENP7 block	SENP8 block-1	SENP8 block-2	Apaf1 inhib	HKDC1 inhibitor	PfG6PD inh	SENP6 block	NALP3 yeast inh
O=C(Nc1ccc(N2CCN(C(=O)c3cccs3)CC2)cc1)c1ccccc1Cl	2	2	9	-2	8	3	-12	-28	18
CC1Cc2ccccc2N1C(=O)Cn1cnc2c1c(=O)n(C)c(=O)n2C (stereo not drawn)	0	-1	-5	12	6	-8	-1	-2	18
CC1CCCN(CC(O)COCc2ccc3c(c2)OCO3)C1 (stereo not drawn)	-1	-12	14	-12	3	-7	1	7	13
COC(=O)c1cc(=O)n2c(sc3ccccc32)c1C#N	-31	8	-409	-6	4	-4	-4	-22	-12
Oc1ccc(C[C@H]2CNCCN2CC2CCCCC2)cc1	1	5	17	-3	-4	-2	7	5	7
COc1cc(CC(=O)NCC2CCCCC2)cc(OC)c1OC	1	-10	20	-4	2	3	3	-4	-7
O=C(Nc1ccc(N2CCOCC2)c(S(=O)(=O)Nc2cc(Cl)ccc2Cl)c1)c1cccnc1	3	-4	17	-9	2	6	-23	3	18
CCc1ccc(C(=O)CN2C(=O)NC3(CCOc4ccccc43)C2=O)s1 (stereo not drawn)	1	-9	7	-7	8	-7	4	-14	6
O=C(O)CCCC(=O)N1CCN(c2nc(-c3ccccc3Cl)c3cc(Br)ccc3n2)CC1	-19	4	-152	6	4	-3	-14	-10	12
COCCSc1nnc(NC(=O)Cc2ccc(OC)c(OC)c2)s1	-9	3	4	3	-6	-7	-17	9	7
NS(=O)(=O)c1cccc(NC(=O)c2cc3ccccc3o2)c1	2	2	2	-5	3	-9	21	-2	10
Cc1ccc(S(=O)(=O)CCc2nc3ccccc3s2)cc1C	0	-9	18	-8	10	6	-3	-27	24
O=S(=O)(/C=C/c1ccccc1)N1CCN(Cc2ccc3c(c2)OCO3)CC1	2	-11	6	-2	12	14	2	0	29
COc1ccccc1CNC(=O)C(Cc1ccccc1)NC(=O)c1ccccc1 (stereo not drawn)	1	-7	-6	6	-4	-9	17	-4	2
O=C(CNC(=O)c1ccc2c(c1)OCO2)NCc1cccs1	2	10	6	-2	-7	0	-3	-15	19

Single records (already shown).
Oc1ccc(C[C@H]2CNCCN2CC2CCCCC2)cc1 as listed: SENP1 inh: 1; SENP7 block: 5; SENP8 block-1: 17; SENP8 block-2: -3; Apaf1 inhib: -4; HKDC1 inhibitor: -2; PfG6PD inh: 7; SENP6 block: 5; NALP3 yeast inh: 7
O=C(CNC(=O)c1ccc2c(c1)OCO2)NCc1cccs1 as listed: SENP1 inh: 2; SENP7 block: 10; SENP8 block-1: 6; SENP8 block-2: -2; Apaf1 inhib: -7; HKDC1 inhibitor: 0; PfG6PD inh: -3; SENP6 block: -15; NALP3 yeast inh: 19

Next part
SMILES	SENP1 inh	SENP7 block	SENP8 block-1	SENP8 block-2	Apaf1 inhib	HKDC1 inhibitor	PfG6PD inh	SENP6 block	NALP3 yeast inh
Cc1ccc(C)c(S(=O)(=O)N2CCN(C(=O)CCC(=O)NCc3ccc(Cl)cc3)CC2)c1	1	6	10	-11	13	2	-22	-11	22
COc1cc(NC(=O)c2ccc3c(c2)OCCO3)ccc1NC(=O)c1cccs1	1	-3	3	3	4	-3	19	-1	12
CC(CCC(C)OC(=O)c1ccccc1C(=O)O)OC(=O)c1ccccc1C(=O)O (stereo not drawn)	2	5	13	0	9	-5	0	-7	8
CC1CC1C(=O)N(CCC1=CCCCC1)c1c(N)n(Cc2ccccc2)c(=O)[nH]c1=O (stereo not drawn)	-13	-3	-18	0	16	-6	3	-6	14
Cc1nonc1CC(=O)N1CCCC(C(=O)c2ccc(Cl)cc2)C1 (stereo not drawn)	0	-1	5	4	-11	-2	0	-12	-4
CCOC(=O)CSc1nc(C(C)C)nc2sc(C)c(C)c12	1	-8	-1	-7	13	-1	9	-16	14
Cc1cc(C)cc(NC(=O)Nc2cccnc2)c1	0	x	19	x	x	-2	7	x	x
COc1ccc2c(CC(=O)Nc3nccs3)coc2c1	-11	-12	-24	-11	8	-5	-10	-41	7
COc1ccc(-c2csc(NC(=O)CSc3n[nH]c(C)n3)n2)cc1	1	-3	18	-12	13	1	1	-26	4
N#CCCn1[nH]c(-c2ccccc2)cc1=O	3	19	24	-3	72*	-7	3	-8	9
COc1ccc(OCCn2ccnc2C)cc1	0	-2	8	-3	2	-5	4	-3	22
CC(=O)Nc1ccc(C(=O)OCC(=O)N(C)C2CCCCC2)cc1	2	-3	5	-7	2	-6	-8	-5	-3
COc1ccc(NC(=O)COC(=O)C2CC3C=CC2C3)cc1 (stereo not drawn)	0	1	3	-5	-1	1	-12	1	9
Cc1nnc(C)n1/N=C/c1c(O)ccc2ccccc12	-27	0	-62	1	4	17	10	-10	8
C[C@H](CO)N1C[C@H](C)[C@@H](CN(C)S(=O)(=O)c2cn(C)cn2)Oc2ccc(NC(=O)Nc3ccc4c(c3)OCO4)cc2C1=O	1	2	10	5	7	5	9	-13	17
COc1ccc(NC(=O)C(=O)NCCN2CCN(C(=O)c3cccc(Br)c3)CC2)cc1	-1	2	11	5	11	-5	2	-5	22
O=S(=O)(NCC1CCCO1)c1ccc2oc3ccc(S(=O)(=O)NCC4CCCO4)cc3c2c1 (stereo not drawn)	-4	-3	9	4	0	10	4	-7	7
COc1cc(C(=O)Nc2cc(-c3nc4cc(C)ccc4o3)ccc2C)cc(OC)c1OC	-2	-3	-9	5	10	6	3	-28	40
CCOc1cccc(NC(=O)C2CCCN(S(=O)(=O)c3ccc(-n4cnnn4)cc3)C2)c1 (stereo not drawn)	-2	-9	16	-9	2	5	9	1	4
CN(C)c1ccc(/C=N/NC(=O)CN2CCN(c3ccc(F)cc3)CC2)cc1	x	6	x	2	-14	x	x	-7	8
CC(C)(/C=N/O)/[N+]([O-])=C/c1ccccc1C(F)(F)F	-2	1	26	-2	-5	-4	6	-12	6
CSCC[C@H](NC(=O)[C@@H]1Cc2ccccc2CN1)C(=O)Nc1ccc2c(c1)OCO2	-4	-5	-9	8	8	8	10	7	9
O=Cc1cc2ccccc2nc1SCc1ccc(Cl)c(Cl)c1	1	7	15	-3	15	11	-13	-13	5
COc1ccc(CN(C)C(C)C(=O)Nc2ccc(S(=O)(=O)N3CCCCC3)cc2)cc1F (stereo not drawn)	-2	-3	5	6	-2	0	12	1	16
N#Cc1ccc(OCC(=O)NCC2(N3CCCCC3)CCCCC2)cc1	-3	-5	5	-11	-5	-7	-3	-21	7
C[C@@H]1CCC[C@]2(O[C@@H](CCO)C[C@@H](O)[C@@H]2O)O1	2	-3	-3	-2	-2	-1	-6	-5	11
COc1ccc(S(=O)(=O)Nc2c(O)c3ccccc3oc2=O)cc1	0	-1	0	2	-2	-8	-11	37	16
O=C(Nc1ccn(CCCNCc2ccccn2)c(=O)n1)OCc1ccccc1	3	x	2	x	x	-5	-16	x	x
O=C(CSc1nc(-c2ccco2)cc(C(F)(F)F)n1)NCCc1ccccc1	0	12	-51	0	16	-5	-2	7	9
CCOc1cc(/C=C2\NC(=S)N(c3c(C)n(C)n(-c4ccccc4)c3=O)C2=O)ccc1O	-18	0	-16	7	6	-2	-2	9	23

2 compounds drawn at random from those above, as already listed:
SMILES	SENP1 inh	SENP7 block	SENP8 block-1	SENP8 block-2	Apaf1 inhib	HKDC1 inhibitor	PfG6PD inh	SENP6 block	NALP3 yeast inh
C[C@@H]1CCC[C@]2(O[C@@H](CCO)C[C@@H](O)[C@@H]2O)O1	2	-3	-3	-2	-2	-1	-6	-5	11
NS(=O)(=O)c1cccc(NC(=O)c2cc3ccccc3o2)c1	2	2	2	-5	3	-9	21	-2	10

The list goes on.
SMILES	SENP1 inh	SENP7 block	SENP8 block-1	SENP8 block-2	Apaf1 inhib	HKDC1 inhibitor	PfG6PD inh	SENP6 block	NALP3 yeast inh
CC(=O)C1=C(C)NC(SCC(N)=O)=C(C#N)C1c1sccc1C (stereo not drawn)	-6	-2	10	0	-4	11	0	4	8
CCOc1ccc(CN2CCN(C(=O)c3ccccc3)CC2)cc1	1	14	18	-3	-8	1	-4	-12	9
O=C(NCc1ccco1)c1cccc(S(=O)(=O)N2CCCCC2)c1	-1	0	18	-6	-3	1	0	-12	13
CC(C)NC(=O)COc1coc(CN2CCN(c3ccccc3)CC2)cc1=O	1	2	9	0	-16	-2	-6	-10	-1
Cc1cccn2c(=O)c(/C=C(\C#N)C(N)=O)c(Oc3ccccc3)nc12	-116	0	-442	-1	-19	3	-11	-12	-9
CC1CCN(c2nc(-c3cccnc3)nc3scc(-c4ccccc4)c23)CC1	-9	1	-412	4	2	4	-2	-2	4
CSCCC(NC(=O)COc1cccc2ccccc12)C(=O)O (stereo not drawn)	0	1	10	-7	-12	1	-10	4	3
Cc1[nH]c2ccc(C(=O)OCC(=O)NC3(C#N)CCCCC3)cc2c1C	-5	8	-41	-3	-12	-4	19	3	4
Cc1noc(NS(=O)(=O)c2ccc(NC(=O)COc3ccc(C#N)cc3)cc2)c1C	2	0	14	6	-3	-3	-23	5	-6
NCc1ccc2[nH]c(=O)[nH]c2c1	0	2	21	4	-12	-5	7	-12	23
O=C(C1CCC(C(=O)N2CCc3ccccc32)CC1)N1CCc2ccccc21 (stereo not drawn)	-1	4	4	5	27	-3	-16	1	0
Cc1cc(N2CCOCC2)nc2ccc(NC(=S)N3CCN(Cc4ccccc4)CC3)cc12	-54	1	-364	7	14	-4	7	16	0
COc1cc(NC(=O)CCCOc2ccc(Cl)cc2Cl)c(C(=O)O)cc1OC	1	9	-25	7	-6	0	-21	5	5
CN(c1ccccc1)S(=O)(=O)c1cccc(C(=O)NCCc2ccc(O)c(O)c2)c1	1	3	19	0	7	1	52	4	12
Clc1ccc(OCCn2c(-c3ccco3)nc3ccccc32)cc1	-18	-6	-37	3	15	0	15	8	6
COC(=O)CN(C(=S)Nc1ccccc1)C1CC(=O)N(c2ccc(OC)cc2)C1=O (stereo not drawn)	2	-1	13	-9	-11	-2	6	-5	-5
Cc1cccc(OCc2nnc(-c3ccc(F)cc3)o2)c1	1	-11	3	-11	5	-6	15	-5	32
Cc1ccc2[nH]c3c(c2c1)CN(C(=O)CN1CCCc2ccccc21)CC3	-21	34	-14	36	78*	14	25	95*	18
Cc1ccsc1/C=N/n1cnnc1	0	-3	11	-8	-9	-4	-9	-36	18
CCCc1cc(=O)[nH]c(SCc2nc3ccc([N+](=O)[O-])cc3[nH]2)n1	-2	9	16	4	6	11	-8	-2	13
CCC(Oc1ccccc1)C(=O)Nc1ccccc1C(=O)N1CCCCC1 (stereo not drawn)	2	-3	6	-5	2	-7	5	-6	7
Cc1ccc2cc(CCNC(=O)CC(C)C)c(=O)[nH]c2c1	-1	2	-23	-5	-3	4	-20	11	10
O=C1C=C(c2ccccc2)CCC1	1	-7	5	-5	2	2	-18	-18	8
